TRPV1 agonist: agonists of human vanilloid receptor 1 (TRPV1); TRPV1-expressing cells, Fluo-8 calcium influx, agonist mode; activation, % at 8.33 µM; hit rate 0.19% among 320,000; AID 540275; in the data active = activation above about 80%; inconclusive = between about 30% and that limit; note: 0% is about no effect
Target sequence (Q8NER1 whole entry, looked up): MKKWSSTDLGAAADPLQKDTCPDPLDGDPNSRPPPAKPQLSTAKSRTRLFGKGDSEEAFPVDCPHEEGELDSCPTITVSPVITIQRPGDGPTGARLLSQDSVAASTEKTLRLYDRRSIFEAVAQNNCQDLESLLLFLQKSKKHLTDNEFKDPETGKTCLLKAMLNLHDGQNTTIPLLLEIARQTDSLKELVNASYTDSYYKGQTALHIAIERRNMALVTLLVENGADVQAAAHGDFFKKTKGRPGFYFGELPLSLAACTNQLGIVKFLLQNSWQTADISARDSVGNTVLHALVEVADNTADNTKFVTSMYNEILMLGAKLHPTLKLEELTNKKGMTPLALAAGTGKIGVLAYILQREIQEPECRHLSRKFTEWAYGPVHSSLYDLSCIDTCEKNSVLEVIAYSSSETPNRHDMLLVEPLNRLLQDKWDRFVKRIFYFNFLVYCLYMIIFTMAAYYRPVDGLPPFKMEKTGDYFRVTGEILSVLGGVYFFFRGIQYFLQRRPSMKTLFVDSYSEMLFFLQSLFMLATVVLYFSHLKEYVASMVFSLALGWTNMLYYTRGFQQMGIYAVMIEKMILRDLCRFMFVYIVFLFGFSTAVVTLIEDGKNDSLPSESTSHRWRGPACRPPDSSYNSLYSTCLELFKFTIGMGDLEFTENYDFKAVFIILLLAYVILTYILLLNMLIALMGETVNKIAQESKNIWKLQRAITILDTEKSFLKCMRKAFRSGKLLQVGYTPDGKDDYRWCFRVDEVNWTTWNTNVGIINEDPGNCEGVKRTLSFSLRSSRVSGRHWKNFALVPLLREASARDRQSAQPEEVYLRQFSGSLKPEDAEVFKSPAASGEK
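Fluo-8 calcium influx in TRPV1-expressing cells, kinetic read (ex 480/em 520 nm). Compound added and read 3 min for agonist activity, followed by capsaicin at EC20 final and 2 min further read for enhancement.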
p53 reactivator: re-activators of mutant p53 | H1299 p53-A138V BP100-luciferase reporter, luminescence, 24 h | Potency, µM (top dose mostly 92.2 µM), inactives show at the highest dose activity change, positive = activation, usual class: activators | hit rate 0.063% among 320,000; note: potency is the fitted concentration of half-maximal effect; % of control where 0% means no effect; nearly all actives have a fitted effect of over 45% in size
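H1299 (p53-null), stable ts p53-A138V + BP100-Luc; 1000 cells/well, Opti-MEM/10% FBS; cpd 4 pt, 1:5; 24 h, 37 deg C, 5% CO2; detection reagent 10 min RT; luminescence.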
Gal4-VP16 FLuc: inhibits Gal4-VP16 luciferase reporter, ROR gamma counter-screen | Drosophila S2 Gal4-VP16 UAS-luciferase, luminescence, 20 h | hit rate 3.5% among 310,000 | Potency, µM (highest dose often 53.6 µM), without a hit: top-dose activity, negative = inhibition, usual class: inhibitors | AID 2546;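 note: Gal4-VP16 expression switched on by copper sulfate through the metallothionein promoter; potency is the fitted concentration of half-maximal effect; % is set by controls: 0 for no effect and ±100 for the full control effect; nearly all actives have a fitted effect of over 50% in size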
BRCA1 expr act: activators of BRCA1 expression; MCF7-BRCA1-FFLuc reporter, luminescence, 48 h; response scale: scaled: vehicle 0%, 10 µM genistein 100%; Potency, µM (highest dose often 46.1 µM), without a hit: top-dose activation, hits mostly activators; hit rate 1.1% among 380,000; note: potency is the fitted concentration of half-maximal effect; nearly all actives have a fitted effect of over 80% in size; some results filed as inactive show a strong effect at the top dose
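48 h compound treatment of MCF7-BRCA1-FFLuc cells (phenol-red free MEM, 37 °C), then 15 min with luciferase substrate and luminescence imaging.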
RORgamma inh: blocks mouse ROR gamma transcriptional activity; Drosophila S2 Gal4-RORgamma UAS-luciferase reporter, 20 h; Potency, µM (doses to about 53.6 µM), without a hit: at the top dose activity change, negative = inhibition, most hits filed as inhibitors; hit rate 5.4% among 310,000; P51450; note: potency is the fitted concentration of half-maximal effect; % is set by controls: 0 for no effect and ±100 for the full control effect; nearly all actives have a fitted effect of over 60% in size
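Schneider cells (Drosophila), stable Gal4 DBD–ROR gamma + UAS-luc; 1 hr cmpd preincubation; Cu2+ induction 700 uM final; 20 hr ambient; luminescence.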
NPC1 promoter act: activators of NPC1 promoter. Huh7 NPC1 promoter luciferase reporter, 24 h. Potency, µM (series often up to 9.22 µM), for inactives: top-dose activation, usual class: activators. hit rate 2.4% among 320,000;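 note: potency is the fitted concentration of half-maximal effect; % of control where 0% means no effect; nearly all actives have a fitted effect of over 60% in size; reporter is driven by a mutant NPC1 promoter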
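NPC1 promoter–luciferase Huh7 cells; 24 h compound; luminescence.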
ELG1 genotoxic: genotoxicity induction in ELG1-luciferase HEK293T cells. HEK293T ELG1-luciferase reporter, luminescence, 16 h. Potency, µM (series often up to 46 µM), inactives show at the top dose activity change, positive = activation, most hits filed as activators. hit rate 1.3% among 330,000; note: potency is the fitted concentration of half-maximal effect; % of control where 0% means no effect; nearly all actives have a fitted effect of over 60% in size
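Cells (2,000/well) expressing the ELG1-luciferase fusion are dosed by pin tool and kept 16 hr at 37 °C, 5% CO2. Signal comes from ONE-Glo luciferase reagent after 30 min at room temperature.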
Tb PFK block: T. brucei PFK enzyme inhibition. T. brucei PFK, ADP-Glo luminescence. Potency, µM (highest dose often 57.5 µM), inactives show at the top dose activity, negative = inhibition, usual class: inhibitors. hit rate 0.17% among 330,000;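 note: potency is the fitted concentration of half-maximal effect; 0% = uninhibited 1x PFK enzyme wells and -100% = no-enzyme wells; nearly all actives have a fitted effect of over 60% in size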
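1.25 nM PFK with 0.5 mM F6P and 0.1 mM ATP in 0.1 M TEA pH 8.0, 5 mM MgCl2, incubated 45 min at room temperature; ADP measured by ADP-Glo luminescence; compounds titrated up to 57 uM.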
FLuc counter: firefly luciferase modulation, counter-screen for miR-21 project; Potency, µM (doses to about 57.5 µM), for inactives: at the top dose activity change, negative = inhibition, actives largely listed as inhibitors; P08659; hit rate 6.9% among 360,000; AID 588342; purified FLuc, Km substrates, luminescence inhibition;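 note: potency is the fitted concentration of half-maximal effect; plate controls were vehicle for no effect and reference inhibitor for full effect; nearly all actives have a fitted effect of over 55% in size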
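Purified P. pyralis luciferase (10nM final) with 10uM D-luciferin and 10uM ATP (Km levels) in 50mM Tris acetate pH 7.5, 10mM Mg acetate, 0.01% Tween-20, 0.05% BSA; qHTS 6-point titration, ~60 µM downward; luminescence read.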
Rab9 promoter act: activators of Rab9 promoter; Huh7 Rab9 promoter-luciferase reporter, luminescence, 24 h; Potency, µM (series often up to 9.22 µM), inactives show at the highest dose activation, negative = inhibition, actives largely listed as activators; hit rate 2.8% among 320,000; note: potency is the fitted concentration of half-maximal effect; % of control where 0% means no effect; nearly all actives have a fitted effect of over 60% in size
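Luminescence from Amplite-detected luciferase (10 minutes, ambient) reports Rab9 promoter activation. Before that, stable Rab9-luciferase Huh7 cells (1500/well, reduced-serum OP-MEM I plus 10% FBS) were exposed to compound for 24 hours at 37C.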
ELG1 DNA repair: ELG1-dependent DNA repair inhibition | Potency, µM (series often up to 46.1 µM), for inactives: top-dose activity change, negative = inhibition, usual class: inhibitors | hit rate 2.3% among 330,000 | HEK293T ELG1-luciferase reporter, luminescence, 16 h; DNA damage induced by 5-fluorouridine; note: potency is the fitted concentration of half-maximal effect; % is set by controls: 0 for no effect and ±100 for the full control effect; nearly all actives have a fitted effect of over 55% in size
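5-Fluorouridine DNA damage + compound/DMSO, 2,000 cells/well, 16 h, 37 °C/5% CO2. ONE-Glo, 30 min RT, luminescence. Readout = decrease in reporter signal.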
* = called active by the depositor; ? = inconclusive; / = no result given; [ ] = another dose, or the depositor's remark. Unless noted, calls come from the whole dose curve; as a rule, active = well fitted curve in the direction sought with a large enough effect; inconclusive = small, poorly fitted or top-dose-only effect, or another doubt; inactive = no such curve, though single readings can be large; an effect the other way counts as inactive or inconclusive.

SMILES	TRPV1 agonist	p53 reactivator	Gal4-VP16 FLuc	BRCA1 expr act	RORgamma inh	NPC1 promoter act	ELG1 genotoxic	Tb PFK block	FLuc counter	Rab9 promoter act	ELG1 DNA repair
Cc1cc(C)c(C)c(OC(=O)c2sc(Cl)nc2C)c1	1	?	-1%	-84%	28%	-9%	3%	-1%	-2%	-16%	?
COc1ccc(OC)c(NC(=O)COC(=O)CCC2CCCC2)c1	9	-7%	/	2%	/	0%	8%	-7%	/	1%	16%
COc1ccc(NC2CC(=O)N(c3cccc(C)c3)C2=O)cc1 (configuration not stated)	1	-1%	?	20%	18%	0%	3%	16%	-18%	3%	23%
O=C(c1cccc(S(=O)(=O)Nc2ccccc2F)c1)N1CCN(c2ccccc2F)CC1	11	3%	-1%	-5%	40%	-1%	-7%	2%	?	1%	-4%
O=c1c2ccccc2nnn1CSc1nnc(-c2cccc(S(=O)(=O)N3CCCCC3)c2)o1	-4	-5%	4%	-21%	-13%	1%	-6%	-8%	-5%	-6%	?
Cc1ccc(SCC(=O)NC(=O)c2ccc(S(=O)(=O)N(C)C)cc2)cc1C	21	2%	-10%	-9%	13%	-1%	4%	1%	4%	1%	0%
O=C(CCc1nc(-c2ccccc2F)no1)NC1CCN(Cc2ccccc2)CC1	0	-5%	?	-10%	-33%	4%	-4%	2%	-4%	17%	?
Cn1c(-c2cnn(-c3ccccc3)c2N)n[nH]c1=S	-4	-4%	-8%	7%	-38%	-5%	4%	-19%	0%	-13%	?
Cc1noc(/C=C/N(C)C)c1S(=O)(=O)N1CCN(c2ccccc2)CC1	/	3%	-12%	-31%	-20%	-2%	-11%	-2%	5%	-4%	?
CC(C)C(=O)Nc1ccc(NC(=O)c2cccnc2)cn1	11	-3%	11%	32%	21%	-6%	5%	3%	0%	0%	?
CCOc1ccccc1C1C(C#N)=C(N)Oc2cc(C)n(C)c(=O)c21 (configuration not stated)	-2	-2%	12%[0.365 µM]	8%	-31%	4%	12%	-1%	-1%	-3%	8%
COc1cccc(COC(=O)c2sc3nc4n(c(=O)c3c2C)CCC4)c1OC	-1	4%	/	1%	/	-3%	-3%	-8%	-14%	-2%	-21%
NC(=O)[C@H](Cc1cc2ccccc2s1)NC(=O)[C@@H]1CC2(CC(c3cccc(NC(=O)[C@@H]4CCC(=O)N4)c3)=NO2)CN1C(=O)/C=C/Sc1ccccc1 (some centres not stated)	1	4%	-14%	1%	14%	-1%	2%	5%	-2%	8%	-10%
Cc1ccc(C)c(C(=O)COC(=O)Cn2c(C)csc2=O)c1	1	-6%	25%	0%	15%	2%	-1%	1%	-2%	-1%	2%
COc1cccc(NC(=O)COC(=O)/C=C/c2ccc(Cl)cc2Cl)c1	3	7%	1%	21%	2%	2%	-3%	-2%	-8%	3%	8%
Cc1ccc(SCCC(=O)N2CCC(C(N)=O)CC2)cc1	15	24%	-9%	24%	?	14%	?	4%	-8%	11%	?
COC(=O)c1cc(COc2ccc3c4c(c(=O)oc3c2)CCC4)c(C)o1	-3	0%	1%	/	0%	0%	1%	-2%	2%	0%	8%
C=C1C(C(=O)N2CCOCC2)C1C(=O)N1CCOCC1 (configuration not stated)	-1	-1%	6%	16%	-1%	-1%	1%	6%	-2%	-4%	0%
CCOc1ccc2nc(NCCNC(=O)C(C)(C)C)c(C)cc2c1	-1	-2%	-1%	0%	-8%	0%	0%	2%	1%	-5%	-1%
NCCCSC1=NCCCN1	-2	8%	-4%	0%	1%	-4%	-9%	0%	5%	-1%	17%
CN(C)C(=O)CSc1nnc(-c2cnccn2)n1C	-5	23%	?	32%	28%	-13%	-1%	5%	10%	0%	2%
O=C(Nc1cc2c(oc1=O)CCCC2=O)c1ccccc1	-1	9%	8%	-42%	11%	-3%	1%	-1%	-9%	-4%	?
CS(=O)(=O)N1CCC(C(=O)Nc2ccc(F)cc2)CC1	2	/	1%	0%	-1%	-2%	2%	-2%	0%	5%	-5%
CC(Oc1ccc2oc3ccccc3c2c1)C(=O)NC12CC3CC(CC(C3)C1)C2 (configuration not stated)	29	17%	?	-36%	?	9%	-1%	-1%	-7%	3%	-2%
Cc1ccc(-n2c(SCC(=O)NC3CCCCC3)nc3c(c2=O)SCC3)cc1	-7	0%	-1%	-11%	27%	-2%	12%	-5%	5%	-1%	5%
CCOc1ccc(C(=O)Nc2ccc3c(c2)OCCO3)cc1OC	4	21%	-12%	10µM*	2%	?	18µM*	16%	2.7µM*	?	?
Cc1ccccc1CS(=O)(=O)Cc1ccc(C(=O)NCCCN2CCOCC2)o1	-3	12%	21%	9%	7%	-1%	1%	10%	0%	0%	0%
Cc1cc(/C=N/NC(=O)c2cccc(N(C)C)c2)c(C)n1-c1cc(C(=O)O)cc(C(=O)O)c1	14	22%	8%	20%	-14%	17%	?	-19%	24µM*	?	?
COc1ccccc1C(=O)Nc1ccccn1	3	?	/	12%	3%[0.365 µM]	2.5µM*	13µM*	-3%	7.6µM*	?	?
CCOc1ccc2nc(NCCNC(=O)C3CC3)c(C)cc2c1	2	0%	4%	0%	2%	-2%	0%	1%	-7%	1%	18%
CCN(CC)c1ccc(/C=N\N2CCN(Cc3ccc(C)cc3)CC2)cc1	0	-3%	-3%	-12%	-4%	6%	-2%	5%	-2%	-9%	-4%
COc1cc(OC)c2c(-c3cccc(/C=C/c4ccc(F)cc4)c3)cc(=O)oc2c1	/	?	6%	69%	1%	/	?	10%	/	/	?
CCOc1ccc(S(=O)(=O)Nc2ccccc2C(=O)Nc2ccccc2N2CCOCC2)cc1	16	7%	-8%[0.365 µM]	-24%	?	0%	-13%	2%	1%	-2%	19%
CCc1nnc(NC(=O)CSc2nnnn2-c2cccc(C(=O)OC)c2)s1	3	-5%	0%	-13%	0%	-2%	0%	-4%	-1%	-1%	0%
CCOC(=O)c1sc(Nc2nc(OC)cc(OC)n2)nc1C	17	0%	-1%	-62%	8%	-5%	-6%	-1%	-9%	-4%	26µM*
O=C(CSc1ccc(-c2ccccc2)nn1)Nc1ccc2c(c1)OCCO2	?	?	18%	?	2%	21%	?	-1%	11µM*	?	?
CCOc1ccc(NC(=O)c2ccccc2NS(=O)(=O)c2ccc(F)cc2)c([N+](=O)[O-])c1	-4	12%	?	-48%	?	-3%	-7%	1%	-20%	-1%	-29%
O=C1Nc2ccccc2C1Cc1ccccn1 (configuration not stated)	2	0%	-1%	-14%	11%	-7%	0%	0%	-2%	-6%	?
COc1ccc(-c2nnc(SCC(=O)Nc3ccc(Cl)cc3)n2C)cc1	-1	-11%	-9%	2%	-24%	-1%	-4%	-1%	3%	-1%	?
Cc1ccc(NC(=O)N(CCCN2CCOCC2)Cc2cccs2)cc1C	1	0%	-12%	10%	4%	-2%	-1%	4%	0%	-5%	4%
COC(=O)C(NC(=O)CN1C(=O)c2ccccc2C1=O)c1ccc(O)c(OC)c1 (configuration not stated)	3	/	-2%	0%	-28%	1%	0%	11%	8%	3%	4%
CC(=O)Nc1ccc(C(=O)CSc2nc3ccccc3n2CC(=O)N2CCCC2)cc1	0	-1%	-7%	-33%	3%	-4%	-2%	-3%	-6%	-7%	1%
Cc1oc(-c2cc(F)ccc2F)nc1CN1CCN(c2cnccn2)CC1	12	-9%	3%	-2%	-13%	-1%	-7%	-6%	-1%	-8%	?
COc1cc(NC(=O)C/C(C)=N/NC(=O)c2ccccn2)c(OC)cc1Cl	7	?	16%	-26%	-26%	-4%	13%	-6%	-3%	-3%	30%
Cc1cccc(NC(=O)CN2CCN(CC(=O)Nc3cccc(C)c3)CC2)c1	-1	-3%	12%	18%	28%	8%	-5%	-4%	3%	4%	-17%
CC1CCN(CCOc2ccc(OCc3ccccc3)cc2)CC1	1	21%	-4%	28%	25%	9%	2%	-9%	-10%	1%	?
CCc1ccc(NC(=O)CSc2nnc(SCC(=O)Nc3ccc(CC)cc3)n2N)cc1	3	5%	-2%	-30%	-1%	1%	4%	-7%	-2%	-6%	11%
O=C(NCCCN1CCOCC1)C(=O)N/N=C/c1ccc2c(c1)OCO2	-5	1%	-2%	8%	0%	1%	-1%	-8%	-16%	2%	2%
CSc1sc(C(=O)OC(C)C)c2c1C(=O)CC(C)(C)C2	10	2%	22%	-34%	-10%	-3%	2%	0%	-1%	-2%	2%
Cc1cc(C)n(-c2c(F)c(F)c(CN3CCOCC3)c(F)c2F)n1	-1	-5%	-7%	10%	-1%	-2%	-1%	-1%	2%	-2%	-6%

Retrieved one by one from the entries so far, 2 records:
SMILES	TRPV1 agonist	p53 reactivator	Gal4-VP16 FLuc	BRCA1 expr act	RORgamma inh	NPC1 promoter act	ELG1 genotoxic	Tb PFK block	FLuc counter	Rab9 promoter act	ELG1 DNA repair
CC(=O)Nc1ccc(C(=O)CSc2nc3ccccc3n2CC(=O)N2CCCC2)cc1	0	-1%	-7%	-33%	3%	-4%	-2%	-3%	-6%	-7%	1%
CCc1ccc(NC(=O)CSc2nnc(SCC(=O)Nc3ccc(CC)cc3)n2N)cc1	3	5%	-2%	-30%	-1%	1%	4%	-7%	-2%	-6%	11%

From PubChem BioAssay
